# High-throughput results (PubChem)
# GAA glycogen: inhibitors or activators of human alpha-glucosidase glycogen cleavage; hit rate 0.38% among 300,000; Potency, µM (series often up to 76.4 µM), without a hit: at the highest dose activity change, negative = inhibition, usual class: inhibitors; AID 2100; recombinant GAA, glycogen substrate, Amplex Red glucose oxidase fluorescence; P10253;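 also: 0% = full enzyme reaction and -100% = no-enzyme basal signal; the screen sought inhibitors and activators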
#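 qHTS, 1536-well; enzyme 4 nM final; cpd up to 77 uM; substrate bovine liver glycogen 30 ug; 50 mM citrate/phosphate pH 5.0, 0.01% Tween-20; 37 C, 40 min; Amplex Red detection 45 min RT; Hill fit → AC50.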
# aGlu spleen mod: inhibitors or activators of human alpha-glucosidase in spleen homogenate; P10253; human spleen homogenate, 4-MU-alpha-glucoside fluorescence; Potency, µM (series often up to 79.9 µM), without a hit: at the top dose activity change, negative = inhibition, hits mostly inhibitors; hit rate 0.006% among 240,000;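 also: 0% = enzyme with vehicle and -100% = no enzyme basal signal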
#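 Human spleen homogenate (1 ug) incubated with compounds and 1 mM 4-methylumbelliferyl-alpha-D-glucopyranoside in pH 5.0 citrate/phosphate buffer, 37 C, 40 min. Stopped at pH 10; 4-MU fluorescence (Ex 365/Em 440 nm); AC50 by Hill fit.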
# GAA inhib: inhibitors of human lysosomal alpha-glucosidase; P10253; AID 1466; Potency, µM (top dose mostly 76.9 µM), without a hit: at the top dose activity change, negative = inhibition, actives largely listed as inhibitors; hit rate 0.005% among 200,000; purified human GAA, 4-MU-alpha-glucoside fluorescence;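 also: plate controls were uninhibited enzyme wells for no effect and no-enzyme background for full effect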
#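 Fluorogenic assay: 4 nM human alpha-glucosidase with 400 uM 4-methylumbelliferyl-alpha-D-pyranoside in 50 mM citrate/phosphate, 0.005% Tween-20, pH 5.0, 20 min at room temperature. Compounds tested up to 77 uM; AC50 from Hill fits.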
# Tau fluor cs: counter-screen for tau fibril formation inhibitors; hit rate 0.93% among 280,000; tau K18 P301L Alexa594 fluorescence, heparin fibrillization; Potency, µM (highest dose often 57.7 µM), for inactives: top-dose activity change, negative = decrease; also: % is scaled to controls: 0 for no effect and ±100 for the full control effect; nearly all actives have a fitted effect of over 55% in size
#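 Human tau K18 P301L (15 uM unlabeled, 0.24 uM Alexa 594-labeled) in 100 mM sodium acetate pH 7 with 20 uM heparin, 6 hr at 37 C. ThT 30 uM added, 1 hr ambient; Alexa 594 FP and total fluorescence read at 555/632 nm.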
# GLA spleen mod: inhibitors or activators of human alpha-galactosidase in spleen homogenate | P06280 | human spleen homogenate, 4MU-alpha-Gal fluorescence, 40 min | Potency, µM (series often up to 80 µM), for the others: top-dose activity change, negative = inhibition, hits mostly inhibitors | hit rate 0.008% among 240,000 | AID 2107;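 also: 0% = enzyme with vehicle and -100% = no enzyme basal signal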
#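 Fluorogenic readout (Ex 365/Em 440 nm) of 4-methylumbelliferone released from 1 mM 4-MU-alpha-galactoside by spleen homogenate, 40 min at 37C, pH 5.0. Data normalized to no-enzyme and enzyme controls; Hill-equation AC50 from compound titrations.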
# NPSR antag: antagonists of human neuropeptide S receptor cAMP signaling; Q6W5P4; CHO-NPSR cells, cAMP TR-FRET, antagonist mode; Potency, µM (series often up to 38.3 µM), without a hit: top-dose activity change, negative = inhibition, actives largely listed as inhibitors; hit rate 1% among 220,000; also: % is scaled to controls: 0 for no effect and ±100 for the full control effect; nearly all actives have a fitted effect of over 50% in size; many of its hits are not listed in these tables
# Target sequence (Q6W5P4 whole entry, looked up): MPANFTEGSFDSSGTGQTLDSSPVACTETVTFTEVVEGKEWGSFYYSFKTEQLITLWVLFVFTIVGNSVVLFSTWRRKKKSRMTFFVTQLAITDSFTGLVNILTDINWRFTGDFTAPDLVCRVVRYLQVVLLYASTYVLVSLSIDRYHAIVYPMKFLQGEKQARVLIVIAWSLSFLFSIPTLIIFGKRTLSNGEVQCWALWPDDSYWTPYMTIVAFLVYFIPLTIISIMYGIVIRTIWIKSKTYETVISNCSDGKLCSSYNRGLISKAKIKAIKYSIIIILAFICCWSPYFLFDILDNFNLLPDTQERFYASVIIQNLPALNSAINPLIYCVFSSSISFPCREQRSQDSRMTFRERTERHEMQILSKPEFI
# ALDH1A1 block: blocks purified human ALDH1A1 activity; Purified ALDH1A1, NADH fluorescence, propionaldehyde substrate; Potency, µM (highest dose often 75.3 µM), inactives show at the highest dose activity, negative = inhibition, most hits filed as inhibitors; hit rate 7.3% among 220,000; active = well fitted inhibition curve with a large enough effect, not every such curve was filed as active; inconclusive = small, poorly fitted or top-dose-only effect, or another doubt; inactive = no such curve, though single readings can be large or run the other way;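 also: plate controls were no enzyme wells and a reference inhibitor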
# Target sequence (P00352 whole entry, looked up): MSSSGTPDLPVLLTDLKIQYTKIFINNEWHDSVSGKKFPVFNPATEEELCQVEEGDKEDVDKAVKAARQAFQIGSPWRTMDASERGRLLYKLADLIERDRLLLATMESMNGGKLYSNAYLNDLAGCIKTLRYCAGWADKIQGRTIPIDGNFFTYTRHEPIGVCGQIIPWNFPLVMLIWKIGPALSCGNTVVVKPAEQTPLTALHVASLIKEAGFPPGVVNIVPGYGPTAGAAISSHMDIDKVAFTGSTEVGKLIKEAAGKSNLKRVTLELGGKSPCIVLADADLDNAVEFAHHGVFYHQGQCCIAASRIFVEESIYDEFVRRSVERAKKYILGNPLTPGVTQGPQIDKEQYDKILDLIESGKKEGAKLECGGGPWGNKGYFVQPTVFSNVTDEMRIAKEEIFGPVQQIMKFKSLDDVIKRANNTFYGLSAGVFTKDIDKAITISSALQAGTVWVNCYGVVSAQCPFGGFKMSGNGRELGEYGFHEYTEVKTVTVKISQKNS
# Epigenetic derep: epigenetic control regulation, reporter derepression. murine LDR cells, GFP reporter derepression, 30 h. Potency, µM (titrated, usually from 53.9 µM), for inactives: at the top dose GFP activation, actives largely listed as activators. hit rate 0.2% among 280,000. AID 1865; also: % of control where 0% means no effect; nearly all actives have a fitted effect of over 60% in size
#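 GFP-positive cell count by laser-scanning cytometry (objects 20–120 um) after 30 h, 37 C compound exposure of murine LDR cells; reporter is CMV-GFP integrated at a silenced locus, inducible by HDAC or DNMT inhibitors.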
# The depositor's hits bear a star; ? = inconclusive; nt = no result given; & = joins results of further samples; [ ] = dose if it differs, or a comment. Unless noted, calls follow the shape of the dose curve; as a rule, active = well fitted curve in the direction sought with a large enough effect; inconclusive = small, poorly fitted or top-dose-only effect, or another doubt; inactive = no such curve, though single readings can be large; an effect the other way counts as inactive or inconclusive. Potency is read from the fitted curve at half-maximal effect.
SMILES,GAA glycogen,aGlu spleen mod,GAA inhib,Tau fluor cs,GLA spleen mod,NPSR antag,ALDH1A1 block,Epigenetic derep
Cc1nc(SCC(=O)Nc2c(C)n(C)n(-c3ccccc3)c2=O)[nH]c(=O)c1Cc1ccccc1,-9%,-3%,-11%,3%,-4%,-15%[46.1 µM],2%,0.7%
Cc1cccc2cc(COC(=O)c3ccco3)c(=O)[nH]c12,-7%,-9%,-1%,10%,-13%,0%[7.67 µM],?,-3.2%
CC(C)c1ccccc1OCCNC(=O)c1cncc(Br)c1,-25%,-6%,7%,-20%,7%,-17%,14%,-3.2%
Cn1nc(C(=O)OCc2ccc(Br)cc2F)c2ccccc2c1=O,6%,-1%,2%,-11%,-10%,-3%,6%,4.4%
O=C(Nc1ncc2c(n1)CC(c1ccco1)CC2=O)c1ccco1 (stereo unspecified),-2%,-3%,-4%[15.4 µM],-8%,5%,-1%,nt,-1.7%
COc1ccc(NC(=O)CN(C)C(C)C(=O)N2CCCCC2)cc1 (stereo unspecified),6%,-1%,-12%,-13%,7%,-5%[46.1 µM],?,5.2%
C=C(C)c1cccc(C(C)(C)NC(=O)NCc2ccc(OC)c(OC)c2)c1,9%,5%,?,-5%,-8%,-7%[46.1 µM],7%,-1.1%
O=C(Nc1nc2ccccc2[nH]1)C1CCN(S(=O)(=O)c2cccs2)CC1,3%,-14%,-3%,-2%,3%,0%[46.1 µM],0%,-0.2%
O=C(NC1CCCCC1)c1sc(N2CCOCC2)nc1-c1ccccc1,1%,-1%,5%,-6%,9%,-20%,?,2.1%
O=C(O)CCC(=O)N1N=C(c2cccs2)CC1c1cn(-c2ccccc2)nc1-c1ccccc1 (stereo unspecified),4%,-3%,-1%,-6%,8%,?,?,-3.0%
COc1ccc(OCCNC(=O)/C=C/c2ccccc2)cc1,-2%,-13%,3%,-16%,-1%,-3%,-10%,-0.1%
CCCCC/C=C\C\C=C/C=C/C=C/[C@@H](SCC(N)C(=O)NCC(=O)O)[C@@H](O)CCCC(=O)O (stereo partly specified),nt,-7%,nt,-9%,0%,nt,12%,0.0%
CC(=O)Nc1cccc(S(=O)(=O)N2CCCCCC2)c1,3%,-3%,-3%,-9%,2%,-1%[46.1 µM],2%,-3.7%
Cc1cc(C)nc(-n2nc(C)c3c(=O)[nH]c(C(F)(F)F)nc32)n1,-2%,-20%,2%,-2%,-11%,16%[46.1 µM],1%,-1.8%
O=[N+]([O-])c1cccc(S(=O)(=O)N/N=C/c2ccc(O)cc2)c1,-9%,0%,-1%,-14%,-5%,-2%,?,0.0%
COc1ccc(OC)c(-n2c(CNC3CCN(Cc4ccccc4)CC3)nc3ccccc3c2=O)c1,15%,1%,0%,-11%,4%,-5%[46.1 µM],4%,-4.4%
CCC(=O)N1C2=C(c3ccccc3[C@@H]1CC(=O)Nc1ccc3ccccc3c1)[C@@H]1C(=O)N(c3ccccc3)C(=O)[C@@H]1[C@H](C)C2,nt,19%[17.4 µM],nt,-15%[11.6 µM],15%[17.5 µM],nt,-6%[13.5 µM],nt
COc1ccc(-c2cc(C(F)F)n3ncc(C(=O)Nc4cnn(Cc5ccccc5)c4)c3n2)cc1,-7%,-8%,nt,-10%,4%,13%,6%,-0.1%
CCCn1c(=O)c2ccccc2n2c(Sc3nnnn3-c3ccccc3)nnc12,-21%,1%,-5%,-5%,4%,-8%[46.1 µM],-4%,0.0%
C=CCN=C(C)C1=C(O)CCC1=O,2%,1%,1%,16%,-2%,18%[46.1 µM],9%,0.0%
O=Cc1ccc(OCC(=O)N2CCOCC2)cc1,-14%,-6%,-7%,-6%,5%,-13%,?,0.4%
O=C1c2ccccc2C(O)(Cc2ccccc2)N1CCCN1CCOCC1 (stereo unspecified),5%,-7%,0%,1%,-4%,7%[46.1 µM],-10%,0.9%
O=C(COC(=O)C1c2ccccc2Oc2ccccc21)NC1CCS(=O)(=O)C1 (stereo unspecified),4%,-7%,2%,-5%,-11%,-6%[46.1 µM],11%,-2.4%
CC(NC(=O)Nc1nnc(C(F)(F)F)s1)N1C(=O)C2C3C=CC(C3)C2C1=O (stereo unspecified),2%,4%,-4%,-10%,5%,-10%[46.1 µM],?,-1.2%
Cc1cccc(Cc2cnc(N3C(=N)SC(C)C3=O)s2)c1 (stereo unspecified),-12%,-7%,4%,-23%,-3%,-55%,7%,6.4%
Cc1cccc(-c2nc(Nc3ccc(N4CCOCC4)cc3)c3ccccc3n2)c1,-5%,-3%,-11%,11µM*[quencher],-3%,-17%,-4%,1.1%
Cc1sc2nc(C3CC3)nc(SCC(=O)N3CCc4ccccc4C3)c2c1C,-7%,0%,-2%,-14%,-4%,?,14µM*,0.6%
COc1cccc(C(C)NC(=O)c2c(F)cccc2Cl)c1 (stereo unspecified),0%,-2%,-1%,-3%,6%,9%,6%,-1.5%
O=C1CN(S(=O)(=O)c2ccccc2)c2ccccc2N1,-10%,1%,-5%,-14%,10%,10%,?,7.9%
Cc1cc(NC(=O)CN2CCN(S(=O)(=O)c3ccc4ccccc4c3)CC2)no1,-5%,-9%,?,-8%,6%,-22%[46.1 µM],-1%,-4.5%
COc1ccc(C(=O)N/N=C/c2ccc(OC(=O)c3cccc4ccccc34)c([N+](=O)[O-])c2)cc1,-2%,13%,-2%,?,7%,-15%[46.1 µM],0%,0.0%
C=CCn1c(SCC(=O)NCCc2ccccc2)nnc1C(C)NC(=O)c1cccs1 (stereo unspecified),3%,6%,-1%,-1%,-1%,17%[46.1 µM],5%,-0.8%
COc1ccc(-c2ccc(=O)n(CC(=O)Nc3nnc(C(C)C)s3)n2)cc1OC,1%,0%,-5%,-5%,-2%,-7%[46.1 µM],-5%,-1.4%
NS(=O)(=O)c1ccc(N/N=C/c2ccc3c(c2)OCO3)c([N+](=O)[O-])c1,9%,4%,1%,-20%,8%,-18%,-20%,1.1%
O=C(Cc1ccc2c(c1)OCCO2)N1CCN(S(=O)(=O)c2ccccc2C(F)(F)F)CC1,2%,6%,?,-11%,1%,-14%,7%,-1.8%
O=C(OCC(=O)N1CCN(C(=O)c2ccco2)CC1)c1ccccc1,1%,-3%,-1%,11%,1%,5%,?,-2.2%
N#C/C(=C(/O)CO/N=C/c1ccccc1Cl)c1nc2ccccc2[nH]1,2%,-1%,-5%,-17%,-5%,3%,10%,-1.3%
Cc1cc(C)nc(SCCN(C)C)n1,-4%,8%,-10%,-9%,14%,-4%,5%,-5.6%
COC(=O)C(Cc1cncn1COCc1ccccc1)NC(=O)OC(C)(C)C (stereo unspecified),1%,-1%,-4%,-5%,-5%,-17%[46.1 µM],20µM*,-2.6%
C/C=C/c1ccc(OCCn2cncn2)c(OC)c1,3%,3%,-1%,1%,5%,0%[46.1 µM],25µM*,0.0%
COc1ccc2[nH]c(=O)c(CN(CCCN3CCOCC3)C(=O)NCc3ccccc3)cc2c1,2%,-2%,-2%,-11%,2%,4%[46.1 µM],12%,-1.0%
C=CCSc1nc(N)cc(=O)[nH]1,8%,1%,nt,-10%,-1%,-27%,nt,-0.5%
Cc1c(-c2nnnn2-c2ccc(F)cc2)cnc2cc3c(cc12)OCO3,-3%,1%,-8%,-12%,3%,-14%[46.1 µM],-12%,-1.1%
Cc1c(C(=O)CN2CCSCC2)c2ccccc2n1C,9%,1%,-17%,-13%,-7%,-1%[46.1 µM],-7%,-1.1%
Cc1cc(C(=O)N/N=C/c2ccc[nH]2)no1,-8%,1%,-1%,-2%,18%,3%,-10%,-1.5%
CCCCc1cc2c(cn1)=C(OC(=O)C1CCCC1)C(C)(OC(=O)CC)C(=O)C=2 (stereo unspecified),nt,-1%[17.4 µM],nt,-8%[11.6 µM],-9%[17.5 µM],nt,?,nt
CN(C)CCCC1(O)c2ccccc2CCc2ccccc21,13%,2%,-1%,-15%,-2%,-13%,6%,0.0%
Cc1ccc(COc2ccc(C)nc2[N+](=O)[O-])cc1,-6%,2%,4%,-27%,8%,3%,-8%,3.5%

# Whole records, looked up by structure. Order of screens: GAA glycogen, aGlu spleen mod, GAA inhib, Tau fluor cs, GLA spleen mod, NPSR antag, ALDH1A1 block, Epigenetic derep
# Shown for Cc1c(-c2nnnn2-c2ccc(F)cc2)cnc2cc3c(cc12)OCO3 → -3%, 1%, -8%, -12%, 3%, -14%[46.1 µM], -12%, -1.1%
# Shown for COc1ccc2[nH]c(=O)c(CN(CCCN3CCOCC3)C(=O)NCc3ccccc3)cc2c1 → 2%, -2%, -2%, -11%, 2%, 4%[46.1 µM], 12%, -1.0%
# Shown for Cc1ccc(COc2ccc(C)nc2[N+](=O)[O-])cc1 → -6%, 2%, 4%, -27%, 8%, 3%, -8%, 3.5%

# (continued)
SMILES,GAA glycogen,aGlu spleen mod,GAA inhib,Tau fluor cs,GLA spleen mod,NPSR antag,ALDH1A1 block,Epigenetic derep
O=C1C=C(O)CC(c2ccc(Cl)c(Cl)c2)C1 (stereo unspecified),6%,-8%,-8%,-8%,3%,3%[46.1 µM],11%,0.9%
CCCc1cc(=O)[nH]c(SCC(=O)Nc2ccc(OC(F)F)cc2)n1,-13%,9%,4%,9%,15%,2%[46.1 µM],-1%,-1.0%
COc1cc(-c2nnc(COC(=O)c3cc(C)nc4ccc(C)cc34)o2)cc(OC)c1OC,-11%,2%,-8%,-6%,7%,-19%[46.1 µM],?,-1.3%
OCC(O)C(O)C(O)CO (stereo unspecified),nt,-2%&2%,nt,-8%&0%,7%&4%,nt,1%&-2%,2.7%&0.0%
O=C(Cn1c(=O)n2ncnc2c2c3c(sc21)CCCC3)c1ccccc1,-11%,-5%,-3%,-6%,0%,-27%[46.1 µM],?,-0.8%
O=C(CSc1nnc(Cc2ccccc2)o1)N1CCCc2ccccc21,-18%,-20%,-1%,2%,4%,-11%[46.1 µM],18µM*,1.9%
CC(C)(C)C(=O)OCc1cn(-c2ccccc2)nn1,9%,2%,2%,-1%,-8%,-5%[46.1 µM],-13%,0.0%
Cc1ccc(-c2ccnc(=S)[nH]2)cc1,-24%,2%,5%,-9%,9%,-1%[46.1 µM],2%,-0.8%
O=C(Nc1ccncc1)c1cc2ccccc2o1,-9%,-4%,0%,-8%,3%,-1%[46.1 µM],2%,1.1%
c1ccc(OCc2nn3c(Cn4nnc5ccccc54)nnc3s2)cc1,4%,-16%,0%,4%,-7%,-13%[46.1 µM],7.9µM*,-0.9%

# Some of the compounds tested. The share of hits here may be higher or lower than overall.
